From PubChem
ATXN2 expr inh: ATXN2 expression inhibition. HEK-293 ATXN2-luciferase reporter, luminescence, 24 h. Potency, µM (top dose mostly 57 µM), without a hit: at the top dose activity change, negative = inhibition, usual class: inhibitors. 360,000 compounds, 0.72% hits; further: potency means the concentration at half of the fitted maximal effect; on the % scale 0 is the no-effect control and ±100 the full control effect; nearly all actives have a fitted effect of over 55% in size
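ATXN2-luciferase reporter cells (luciferase flanked by upstream and downstream ATXN2 gene portions) were treated 24 h at 37 °C with compounds at up to 57 uM. SteadyGlo luminescence gave expression; GF-AFC fluorescence gave viability.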
SW480 rereplic: inducers of DNA re-replication in SW480 colon cancer cells. AID 624297. SW480 DNA re-replication, Hoechst DNA content imaging, 48 h. 340,000 compounds, 1.8% hits. Potency, µM (titrated, usually from 46.1 µM), inactives show at the highest dose re-replication activation, hits mostly activators; further: potency means the concentration at half of the fitted maximal effect; % of control where 0% means no effect; nearly all actives have a fitted effect of over 55% in size
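Cells (250 per well) received 23 nL compound or DMSO by pin tool and were kept 48 hr at 37 C, 5% CO2. Nuclei were then stained with Hoechst for 40 min and scanned for DNA content.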
MCF10A rerep: DNA re-replication induction in MCF 10a cells; MCF 10A DNA re-replication, Hoechst nuclear intensity, 48 h; Potency, µM (titrated, usually from 46.1 µM), inactives show top-dose activity, positive = re-replication, most hits filed as activators; 350,000 compounds, 2.9% hits; AID 624296; further: potency means the concentration at half of the fitted maximal effect; % of control where 0% means no effect; nearly all actives have a fitted effect of over 50% in size
IL1B secr inh: inflammasome signaling inhibition, IL-1 beta readout; THP-1 LPS/ATP IL-1B secretion, AlphaLISA, 16 h; active compounds read low; activity change, % at 57.5 µM; 360,000 compounds, 4.7% hits; in the data active means activity change below about -50%; inconclusive means mostly about -30% to -49%; further: on the % scale 0 is the no-effect control and ±100 the full control effect
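THP-1 cells pretreated 1 hr with compounds (up to 57.5 uM final), then stimulated with LPS (250 ng/mL final) plus ATP (1.25 mM final); secreted IL-1B measured by AlphaLISA after 16 hr, decreased signal indicating inhibition.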
HT1080 IDH1KD tx: toxicity to HT-1080 IDH1 knockdown cells (counter line) | HT-1080 IDH1 knockdown viability, ATP luminescence, 48 h | AID 686971 | Potency, µM (series often up to 46.1 µM), without a hit: at the top dose activity, negative = toxicity, most hits filed as cytotoxic | 360,000 compounds, 2% hits;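 further: potency means the concentration at half of the fitted maximal effect; 0% = DMSO wells and -100% = cell-free medium wells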
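In this qHTS, HT-1080 cells depleted of IDH1 are exposed for 48 h at 37 °C to compound titrations. Toxicity is scored from CellTiter-Glo luminescence, with DMSO as full viability and medium alone as none.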
S2 tox: cell viability loss in ATXN counter-screen; 400,000 compounds, 0.49% hits; S2 cells (HEK-293 line with an ATXN2-luciferase reporter) viability, CellTiter-Fluor protease fluorescence, 24 h; AID 651635; Potency, µM (series often up to 56.7 µM), usual class: cytotoxic; further: potency means the concentration at half of the fitted maximal effect; nearly all actives have a fitted effect of over 40% in size
KB-V1 cytotox: kills drug-selected multidrug resistant KB-V1 cells. KB-V1 MDR cells viability, CellTiter-Glo, 72 h. Potency, µM (top dose mostly 46.1 µM), for the others: at the top dose activity change, negative = cytotoxicity, hits mostly cytotoxic. 400,000 compounds, 3.4% hits. AID 1347076; further: potency means the concentration at half of the fitted maximal effect; on the % scale 0 is the no-effect control and ±100 the full control effect; nearly all actives have a fitted effect of over 60% in size
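Compound-treated KB-V1 multidrug-resistant cells, 72 h, 37 degrees C; viability by CellTiter-Glo. Fitted qHTS curves give the values.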
HT1080NT lethal: kills 2HG-producing HT-1080-NT fibrosarcoma cells | 360,000 compounds, 1.6% hits | Potency, µM (top dose mostly 46.1 µM), without a hit: at the top dose activity, negative = less viability, hits mostly cytotoxic | HT-1080-NT fibrosarcoma viability, CellTiter-Glo ATP luminescence, 48 h;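 further: NT is the 2HG producing partner of a matched IDH1 knockdown line; potency means the concentration at half of the fitted maximal effect; 0% = DMSO-treated cells and -100% = media-only wells without cells; nearly all actives have a fitted effect of over 55% in size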
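A 48-hour cytotoxicity screen used HT-1080-NT cells plated 2 hours before compound delivery. ATP-based CellTiter-Glo luminescence measured viability, normalized to DMSO and no-cell controls.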
KB-3-1 tox: KB-3-1 parental cell cytotoxicity; KB-3-1 viability, CellTiter-Glo ATP luminescence, 72 h; AID 1347075; Potency, µM (titrated, usually from 46.1 µM), without a hit: at the highest dose activity change, negative = cytotoxic, usual class: cytotoxic; 400,000 compounds, 1.4% hits; further: potency means the concentration at half of the fitted maximal effect; on the % scale 0 is the no-effect control and ±100 the full control effect; nearly all actives have a fitted effect of over 60% in size
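Parental KB-3-1 adenocarcinoma cells in phenol-red-free DMEM with 10% FBS were pin-treated with compounds at several concentrations, incubated 72 h at 37 °C, and viability read by CellTiter-Glo luminescence; concentration-effect curves were fitted after normalization.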
Starred values were filed as active, the others as inactive; i = inactive; ? = inconclusive; / = no result given; & = joins results of further samples; [ ] = another dose, or the depositor's remark. Unless noted, the call rests on the fitted dose curve; in most records, active means well fitted curve in the direction sought with a large enough effect; inconclusive means small, poorly fitted or top-dose-only effect, or another doubt; inactive means no such curve, though single readings can be large; an effect the other way counts as inactive or inconclusive.

SMILES	ATXN2 expr inh	SW480 rereplic	MCF10A rerep	IL1B secr inh	HT1080 IDH1KD tx	S2 tox	KB-V1 cytotox	HT1080NT lethal	KB-3-1 tox
CC1(Cc2ccc(F)cc2)C(=O)Nc2c(Cl)ccc(Cl)c21 (centres undefined)	-21%	/	/	-59*	?	i	1%	?	0%
O=C(NNC(=O)C1COc2ccccc2O1)c1cccc([N+](=O)[O-])c1 (centres undefined)	10%	-6%	-7%	7	17%	i	18%	16%	27%
CN(C)CCO[C@@H](c1ccc(Cl)cc1)c1ccccn1	/	2%	0%	-14	0%	i	-2%	-3%	5%
COc1ccc(-c2nn(-c3ccccc3)cc2C#N)cc1	54%[activator]	-3%	20%	-25	0%	i	20%	2%	2%
Cc1ccc(C)c(OCCC(=O)Nc2ccc(S(=O)(=O)N3CCCC3)cc2)c1	/	11%	2%	-2	?	i	-4%	?	-8%
COc1ccccc1N1CCN(C(=O)COc2cccc(C)c2C)CC1	0%	-12%	-6%	-7	1%	i	-22%	1%	-1%
O=Cc1ccnc(-c2ccc(OC(=O)c3ccco3)cc2)n1	?	-3%	14%	-86*	-14%	?	8%	4%	0%
Cc1ccc(S(=O)(=O)NCCC(=O)NCc2cccnc2)cc1	4%	-3%	-8%	0	-1%	i	16%	10%	2%
COc1ccc(NC(=O)CCc2nc3c(C)nn(-c4ccc(C)cc4)c3n(C)c2=O)cc1	2%	/	/	/	/	i	28%	/	5%
Clc1ss/c(=N\c2ccccn2)c1Cl	-9%	-5%	3%	-91*	11%	i	19%	8%	3%
Cc1ccc(-c2nc3cccnc3s2)cc1NC(=O)C1c2ccccc2Oc2ccccc21	50%[activator]	1%	-1%	18	-2%	i	-4%	7%	29%
CN(NC(=O)c1ccccc1)C1=NS(=O)(=O)c2ccccc21	-18%	-18%	-12%	-10	14%	i	-1%	17%	-3%
CCOc1ccc(NC(=O)CN(C)C(=O)c2ccc(N3CCOCC3)c([N+](=O)[O-])c2)cc1OCC	-10%	-1%	-2%	9	14%	i	-25%	14%	0%
CCCCCCN1C[C@H](O)[C@@H](n2cc(C3CC3)nn2)C[C@@H]1c1ccccc1	2%	/	/	23	-1%	i	-9%	2%	-4%
CCOC(=O)N1CCN(CC(=O)Nc2ccc(OC)cc2)CC1	-31%	-3%	0%	8	10%	?	3%	13%	15%
C1CCc2c(nnc3c2-c2nonc2CC3)C1	6%	1%	?	10	5%	i	-12%	25%	-4%
COC(=O)c1ccc(Nc2nc(-c3ccncc3)nc3ccccc23)cc1	-2%	-1%	6%	23	-9%	i	0%	0%	2%
O=C(Nc1ccc(Cl)c(Cl)c1)OCCNC(=O)c1cccc(Cl)c1	-22%	-3%	?	-14	?	i	?	?	7%
COc1ccc2c(c1)c1c(c(=O)n(-c3ccccc3)c(=O)n1CC(=O)NCCC1=CCCCC1)n2C	13%	/	/	/	/	i	0%	/	11%
COC(=O)CC1Oc2ccccc2N(Cc2ccccc2)C1=O (centres undefined)	1%	1%	-2%	12	1%	i	22%	6%	11%
COc1cccc(NC(=O)CCNC(=O)Cn2ccc3ccccc3c2=O)c1	0%&0%	2%	2%	24	1%	i	0%&16%	4%	12%&5%
C=CCOC(=O)C1=C(C)NC(C)=C(C(=O)OCC=C)C1c1cn(-c2ccccc2)nc1-c1ccco1	/	?	?	25	2%	i	20%	3%	0%
COC(=O)C1=C(C)N(Cc2ccco2)C(=O)C1	-2%	-3%	4%	4	20%	i	21%	26%	3%
CC(CN1C(C)CCCC1C)OC(=O)c1ccccc1Br (centres undefined)	?	-6%	11%	18	8%	?	21%	5%	4%
CN(/C=C/C(=O)C(F)(F)F)Cc1ccccc1	0%	-16%	4%	0	-7%	i	3%	-2%	-2%
CC(=O)CSc1ccc(C(=O)O)cn1	2%	-7%	-12%	32	23%	i	0%	15%	-7%
O=C(Cn1c(=O)oc2ccccc21)Nc1ccc(S(=O)(=O)N2CCCCC2)cc1	-23%	-7%	-5%	9	-5%	i	0%	-4%	?
COCCN(C(=S)Nc1ccccc1C)C(C)c1cccs1 (centres undefined)	-4%	-3%	18%	-3	18%	i	-2%	17%	-3%
CC(N)c1csc(Nc2ccc(C(=O)NCCO)cc2)n1 (centres undefined)	13%	/	/	12	19%	i	5%	?	0%
CC(C)c1ccc(C(C)NC(=O)C2CCCC2)cc1 (centres undefined)	/	0%	6%	-13	4%	i	-5%	-9%	?

Whole records as entered above:
Entry for CN(/C=C/C(=O)C(F)(F)F)Cc1ccccc1 : ATXN2 expr inh: 0%; SW480 rereplic: -16%; MCF10A rerep: 4%; IL1B secr inh: 0; HT1080 IDH1KD tx: -7%; S2 tox: i; KB-V1 cytotox: 3%; HT1080NT lethal: -2%; KB-3-1 tox: -2%
Entry for C=CCOC(=O)C1=C(C)NC(C)=C(C(=O)OCC=C)C1c1cn(-c2ccccc2)nc1-c1ccco1 : ATXN2 expr inh: /; SW480 rereplic: ?; MCF10A rerep: ?; IL1B secr inh: 25; HT1080 IDH1KD tx: 2%; S2 tox: i; KB-V1 cytotox: 20%; HT1080NT lethal: 3%; KB-3-1 tox: 0%

Later entries:
SMILES	ATXN2 expr inh	SW480 rereplic	MCF10A rerep	IL1B secr inh	HT1080 IDH1KD tx	S2 tox	KB-V1 cytotox	HT1080NT lethal	KB-3-1 tox
CCCCn1c(SCC(=O)c2ccc3c(c2)OCCO3)nnc1-c1ccco1	-4%	16%	17%	8	-1%	i	-24%	3%	2%
CCCCNc1c(-c2cccc(SC3CCCCC3)c2)nc2ccc(Cl)cn12	-5%&-15%	-4%	26µM*	-9&-3	-21%&9%	i	?	0%&0%	?
Cc1ccc(-n2nc(C)c(/C=N/NC(=O)c3cccnc3)c2Cl)cc1	/	?	18%	17	-3%	i	11%	1%	1%
Cn1cc(/C=C(\NC(=O)c2ccccc2)C(=O)NCCCn2ccnc2)c2ccccc21	/	/	/	-13	-8%	i	23%	-5%	-1%
CCCOc1ccc(C(=O)NCc2cccnc2)cc1	3%	-1%	2%	38	2%[9.24 µM]	i	0%	-12%	-20%
CN(Cc1ccccc1)C(=S)NC(=O)C1CCCCC1	/	-1%	-10%	-4	3%	i	0%	-1%	0%
O=C(C1CCCN(S(=O)(=O)c2ccccc2[N+](=O)[O-])C1)N1CCCC1 (centres undefined)	4%	-1%	-7%	-1	-5%	?	12µM*	-5%	-13%
CCOc1ccc(/C=C2/SC(=S)N(CCC(=O)Nc3ccc(C(=O)O)cc3)C2=O)cc1	16%	-18%	-26%	-19	9%	i	?	19%	13%
CC(C)CC(CO)N1CCN(C(=O)c2ccccc2)CCC1=O (centres undefined)	4%	-7%	-45%[inhibitor]	3	7%	i	3%	13%	0%
Cc1cc(=S)nc(-c2ccccn2)[nH]1	-20%	?	9%	0	-4%	i	0%	-1%	?
Cc1ccc(NC(=O)CNC(=O)c2ccc(C)s2)nc1	0%	-5%	-6%	6	16%	i	4%	11%	8%
COc1ccccc1CNC(=O)COC(=O)c1ccccn1	25%	-528%[inhibitor]	-1%	0	12%	i	?	16%	9%
N#CCc1nn2c3c(cnc2c1C#N)C(=O)CCC3	-36%	-8%	-4%	15	-12%	i	2%	0%	26%
O=C1/C(=C\c2ccc(Br)cc2)SC(=S)N1NS(=O)(=O)c1ccccc1	4%	-6%	?	23	?	?	4%	?	0%
O=C(O)c1cccc(S(=O)(=O)N2CCN(Cc3ccc4c(c3)OCO4)CC2)c1	-8%	-20%	-15%	0	5%	i	-5%	1%	3%
Cn1c2ccccc2c(=O)c2c(=O)n(-c3ccc(F)cc3)c(-c3cccs3)nc21	-2%	-4%	8%	-7	20%	i	0%	3%	?
CCCCNC(=O)C1(C)CCN1C(=O)c1cc2ccccc2s1 (centres undefined)	-14%	/	/	16	-7%	?	0%	-1%	-1%
O=C(O)CS(=O)(=O)CC(=O)O	-1%	?	26%	-7	-4%	i	0%	-6%	0%
CCOC(=O)C1(C)CCCN(C(=O)c2cccc3ccccc23)C1 (centres undefined)	-7%	/	/	0	1%	i	-2%	15%	0%
Cc1ccccc1-n1c(C)nnc1SCC(=O)NNC(=O)c1ccccc1	-5%	5%	-8%	4	7%	i	11%	8%	-1%
COc1ccc(C(=O)N2CCCCC2c2cc(C(=O)Nc3ccc(OC)cc3C)no2)cc1 (centres undefined)	1%	/	/	-5	0%	i	12%	10%	0%
Clc1cccc(/C=N/N2CCN(Cc3ccccc3)CC2)c1	/	0%	3%	6	4%	i	-1%	20%	-2%
C[C@H](c1ccccc1)N1C[C@H](COCc2ccccc2)Oc2cc(N3CCC[C@H]3C(N)=O)ccc2S1(=O)=O	-8%	/	/	-8	?	?	?	-26%	?
CCCCNC(=O)N1CCN(C(=O)C2CCCO2)CC1 (centres undefined)	15%	-9%	-1%	19	0%	i	9%	14%	0%
O=C(COC(=O)CNC(=O)c1ccccc1)Nc1ccc(S(=O)(=O)N2CCOCC2)cc1	4%	-3%	-2%	11	7%	i	3%	3%	-26%
Cc1cccc(OC(=O)c2cc(-c3ccc4c(c3)OCCO4)on2)c1C	20%	/	/	/	/	i	-3%	/	-9%
CCOC(=O)c1c(NC(=O)/C=C/C(=O)O)sc(C)c1-c1ccc(Cl)cc1	?	4%	2.9µM*	-71*	23µM*	?	-2%	?	?
CC1CCCc2sc3nc(SCC(=O)c4ccc(Br)cc4)nc(N)c3c21 (centres undefined)	-4%	/	/	/	/	?	16%	/	-2%
CC1(C)C(=O)Nc2ccccc2N1C(=O)COC(=O)C12CC3CC(CC(O)(C3)C1)C2	-4%	-18%	4%	2	24%	i	7%	19%	6%

Random excerpt: two compounds from above.
SMILES	ATXN2 expr inh	SW480 rereplic	MCF10A rerep	IL1B secr inh	HT1080 IDH1KD tx	S2 tox	KB-V1 cytotox	HT1080NT lethal	KB-3-1 tox
CCOC(=O)c1c(NC(=O)/C=C/C(=O)O)sc(C)c1-c1ccc(Cl)cc1	?	4%	2.9µM*	-71*	23µM*	?	-2%	?	?
O=C(COC(=O)CNC(=O)c1ccccc1)Nc1ccc(S(=O)(=O)N2CCOCC2)cc1	4%	-3%	-2%	11	7%	i	3%	3%	-26%

Rows were taken by chance. About 11% of those tested had a hit in this group.
